High-throughput results as filed in PubChem.
Pol iota inh: blocks human DNA polymerase iota activity | 1% of 390,000 active | Pol iota fluorescent replication assay, 10 min | AID 588590 | Potency, µM (top dose mostly 115 µM), for the others: top-dose activity, negative = inhibition, actives largely listed as inhibitors; also: potency is read from the fitted curve at half-maximal effect
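Pol iota at 10 nM preincubated 15 min with compounds at room temperature; reaction started with fluorescent substrate, 50 nM final. Fluorescence read kinetically at 0 and 10 min; buffer-only wells as negative control.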
Pol kappa inh: DNA polymerase kappa (human) inhibition; purified Pol kappa, fluorescent DNA synthesis assay, 10 min; Q9UBT6; Potency, µM (titrated, usually from 107 µM), for the others: at the highest dose activity, negative = inhibition, most hits filed as inhibitors; 0.53% of 400,000 active; AID 588579; also: potency is read from the fitted curve at half-maximal effect; % is scaled to controls: 0 for no effect and ±100 for the full control effect
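10 nM Pol kappa was preincubated with compounds for 15 min at room temperature. Reaction started with 50 nM (final) substrate. Fluorescence read kinetically at 0 and 10 min.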
APE1 inh: blocks human APE1 abasic DNA cleavage; P27695; recombinant APE1, TAMRA/BHQ-2 abasic DNA cleavage fluorescence; Potency, µM (doses to about 65.8 µM), inactives show top-dose activity change, negative = inhibition, most hits filed as inhibitors; 0.35% of 350,000 active; AID 2517;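 also: potency is read from the fitted curve at half-maximal effect; plate controls were vehicle for no effect and reference inhibitor for full effect; nearly all actives have a fitted effect of over 55% in size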
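Readout is kinetic fluorescence (ex 525, em 598 nm) from cleavage of 50 nM TAMRA/BHQ-2 THF abasic duplex by 0.75 nM APE1, compound added 15 min beforehand at RT.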
12-LOX inh: inhibitors of human 12S-lipoxygenase ALOX12. Potency, µM (series often up to 108 µM), for inactives: at the top dose activity change, negative = inhibition, hits mostly inhibitors. purified 12hLO, xylenol orange hydroperoxide absorbance. P18054. 1.1% of 580,000 active; also: potency is read from the fitted curve at half-maximal effect; % is scaled to controls: 0 for no effect and ±100 for the full control effect
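Purified human 12hLO at 150 nM in 25 mM Hepes, 0.01% Triton X-100, pH 7.0, preincubated 15 min at room temperature with compound. Reaction started with 40 uM arachidonic acid, 30 min at room temperature. Hydroperoxide measured by Fe-xylenol orange, 573/405 nm absorbance ratio.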
TRHR agonist: activates the human TRH receptor | P34981 | TRHR cells, calcium flux fluo-8, FDSS agonist mode | activation, % at 2 µM | 0.18% of 360,000 active | AID 493084; in the data active = activation above about 30%; also: 0% is about no effect
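Agonist-mode FDSS calcium read (Ex 480/Em 530, 1 s cycles) in 1536-well TRHR cells with fluo-8 dye, after 10-cycle baseline and 23 nL compound addition; TRH at EC20 (10 nM final) added afterwards for the enhancer phase.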
BLM helicase inh: Bloom syndrome helicase (human) inhibition; P54132; recombinant BLM DNA unwinding, fluorescence dequenching; Potency, µM (series often up to 56.1 µM), inactives show at the highest dose activity change, negative = inhibition, usual class: inhibitors; 0.2% of 350,000 active; AID 2528;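 also: potency is read from the fitted curve at half-maximal effect; plate controls were vehicle for no effect and no enzyme for full effect; nearly all actives have a fitted effect of over 35% in size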
Target sequence (P54132 whole entry, looked up): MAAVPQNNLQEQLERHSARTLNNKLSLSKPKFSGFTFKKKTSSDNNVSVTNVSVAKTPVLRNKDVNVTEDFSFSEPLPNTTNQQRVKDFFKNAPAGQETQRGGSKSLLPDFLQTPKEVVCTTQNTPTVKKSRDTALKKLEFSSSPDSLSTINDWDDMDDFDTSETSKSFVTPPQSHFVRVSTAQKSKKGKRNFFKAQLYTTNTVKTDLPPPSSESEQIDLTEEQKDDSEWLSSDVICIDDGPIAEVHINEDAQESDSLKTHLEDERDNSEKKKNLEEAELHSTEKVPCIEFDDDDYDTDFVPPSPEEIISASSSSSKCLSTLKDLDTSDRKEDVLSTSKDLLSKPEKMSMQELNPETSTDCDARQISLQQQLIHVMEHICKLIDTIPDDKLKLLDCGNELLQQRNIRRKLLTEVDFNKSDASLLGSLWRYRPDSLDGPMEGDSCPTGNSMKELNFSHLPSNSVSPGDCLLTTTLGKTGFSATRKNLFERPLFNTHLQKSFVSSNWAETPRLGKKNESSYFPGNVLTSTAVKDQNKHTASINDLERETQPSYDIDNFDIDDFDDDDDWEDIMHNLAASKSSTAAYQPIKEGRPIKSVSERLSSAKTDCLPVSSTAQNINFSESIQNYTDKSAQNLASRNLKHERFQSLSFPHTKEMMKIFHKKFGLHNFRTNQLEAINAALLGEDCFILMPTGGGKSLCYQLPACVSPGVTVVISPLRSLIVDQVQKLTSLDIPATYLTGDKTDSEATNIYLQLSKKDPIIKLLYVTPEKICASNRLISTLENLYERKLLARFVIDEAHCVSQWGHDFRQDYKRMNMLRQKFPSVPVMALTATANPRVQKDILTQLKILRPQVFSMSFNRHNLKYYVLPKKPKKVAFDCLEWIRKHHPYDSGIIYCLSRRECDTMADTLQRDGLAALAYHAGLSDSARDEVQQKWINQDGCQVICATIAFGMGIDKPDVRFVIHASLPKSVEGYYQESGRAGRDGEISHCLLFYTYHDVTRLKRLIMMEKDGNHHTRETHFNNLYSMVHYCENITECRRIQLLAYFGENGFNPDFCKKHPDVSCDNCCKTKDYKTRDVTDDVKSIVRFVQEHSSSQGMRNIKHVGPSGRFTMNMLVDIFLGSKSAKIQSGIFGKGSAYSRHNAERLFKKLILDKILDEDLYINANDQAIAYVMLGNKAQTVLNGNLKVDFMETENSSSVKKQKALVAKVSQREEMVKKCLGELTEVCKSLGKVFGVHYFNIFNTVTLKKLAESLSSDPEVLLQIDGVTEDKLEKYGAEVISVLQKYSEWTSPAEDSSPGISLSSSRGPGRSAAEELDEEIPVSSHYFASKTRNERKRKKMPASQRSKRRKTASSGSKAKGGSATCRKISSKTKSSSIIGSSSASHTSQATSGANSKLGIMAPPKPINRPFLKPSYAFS
ERG-DNA inh: inhibitors of human ERG Ets domain-DNA interaction; P11308; fluorescence polarization, His-ERG Ets domain / labelled DNA; Potency, µM (top dose mostly 76.9 µM), without a hit: top-dose FP activity, negative = inhibition, usual class: inhibitors; 0.028% of 370,000 active; active = well fitted inhibition curve with a large enough effect in the polarisation, with a control signal flat; inconclusive = small, poorly fitted or top-dose-only effect, or effect the other way, or a change in a side signal; inactive = no such curve, though single readings can be large or run the other way; the % refers to the polarisation;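 also: polarization taken with two DNA probes labelled with fluorescein and Texas red; potency is read from the fitted curve at half-maximal effect; % of control where 0% means no effect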
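His-tagged ERG Ets domain (1 uM in the protein solution; 300mM KCl, 50mM Tris-HCl, 1mM EDTA, 1mM DTT, pH 7.5) received compound, then a probe mix of 5 nM fluorescein-DNA and 100nM Texas-615-DNA. Fluorescence polarization was read for both dyes.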
Anesthetic bind: candidate novel general anesthetic via apoferritin binding; apoferritin/1-aminoanthracene competitive binding, fluorescence; Potency, µM (titrated, usually from 77.5 µM), for inactives: at the highest dose activity change, negative = displacement, usual class: inhibitors; P02791; 0.074% of 350,000 active; also: potency is read from the fitted curve at half-maximal effect; % is scaled to controls: 0 for no effect and ±100 for the full control effect; nearly all actives have a fitted effect of over 20% in size
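Horse-spleen apoferritin (10 uM) was mixed with 50% saturated 1-aminoanthracene in PBS, exposed to compounds for 10 min at room temperature, and read for fluorescence (ex 380 nm, em 535 nm). Competitive displacement was fitted with a four-parameter Hill equation.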
Pol beta inh: blocks human DNA polymerase beta activity | AID 485314 | 1.3% of 340,000 active | Pol beta primer extension/strand displacement, fluorescence kinetic | Potency, µM (series often up to 114 µM), for inactives: at the top dose activity change, negative = inhibition, most hits filed as inhibitors; also: potency is read from the fitted curve at half-maximal effect; % is scaled to controls: 0 for no effect and ±100 for the full control effect
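Pol beta (10 nM) was preincubated with compound for 15 min at room temperature. The reaction was then started with 50 nM substrate and read immediately and after a further 10 min at room temperature.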
* marks the source's active call; other numbers are inactive results; i = inactive; ? = inconclusive; · = not tested or not shown; & = joins results of further samples; [ ] = another dose, or the depositor's remark. Unless noted, calls follow the shape of the dose curve; as a rule, active = well fitted curve in the direction sought with a large enough effect; inconclusive = small, poorly fitted or top-dose-only effect, or another doubt; inactive = no such curve, though single readings can be large; an effect the other way counts as inactive or inconclusive. This is a subset; rates above refer to the full screens.

nr	SMILES	Pol iota inh	Pol kappa inh	APE1 inh	12-LOX inh	TRHR agonist	BLM helicase inh	ERG-DNA inh	Anesthetic bind	Pol beta inh
1	CCCCN(C(=O)C(C)(C)Oc1ccc(Cl)cc1)c1c(N)n(CCC)c(=O)[nH]c1=O	?	-13%	-10%	-13%	-0.2	·	-9%	·	·
2	O=P(Nc1ccccc1)(Nc1ccccc1)c1ccccc1	11%	-6%	·	?	·	·	-4%	·	·
3	COc1cccc(NC(=O)CNC(=O)c2ccccc2)c1	5%	-4%	2%	0%	-0.2	1%	2%	3%	-26%
4	CCOc1ccc(C(=O)O/N=C(\N)c2ccccn2)cc1	46%	-6%	7%	-39%	0.6	2%	2%	-6%	10%
5	CCOc1ccc(-n2c(N)c(-c3nc4ccccc4[nH]3)sc2=S)cc1	3%	-3%	-3%	2%	-0.6	-1%	3%	37%[activator]	-2%
6	CCCN(C(=O)C(=O)Nc1ccc2nc3n(c(=O)c2c1)CCCCC3)c1ccc(OCC)cc1	15%&28%	-12%&2%	-2%	?	-2.2&-1.0	0%&-6%	-4%&1%	?	0%&2%
7	CC1CN/C(=C\C(=O)c2ccc(Br)cc2)C(=O)N1 (centres undefined)	33%[activator]	-10%	7%	-18%	-0.1	-11%	2%	-9%	18%
8	COc1ccc(C(=O)CC(=O)C(=O)Nc2cc(Cl)c(OC)cc2OC)cc1	1%	-3%	-5%	0%	0.0	-4%	6%	-7%	5%
9	C=CCN(CC=C)CCOc1cc(C)ccc1[N+](=O)[O-]	75%[activator]	-8%	2%	-23%	-3.0	-2%	-10%	-18%	20%
10	CCC(C)[C@H](NC(=O)N1CC(=O)Nc2ccccc21)C(=O)Nc1ccccc1C (some centres undefined)	0%	-10%	-10%	-4%	-0.5	-1%	-7%	-23%	-26%
11	O=C1CCc2ccc(NC(=O)C3CC3)cc2N1	3%	-10%	14%	0%	0.3	-2%	?	-3%	17%
12	N#Cc1ccc2[nH]c(CO)c(-c3ccccc3)c2c1	-6%	-13%	14%	?	0.3	-7%	-3%	-8%	7%
13	Cc1ccccc1NC(=O)CCn1nc(-c2ccc(Cl)cc2)c2ccccc2c1=O	-23%	-7%	·	-24%	-0.8	-8%	3%	?	-4%
14	O=C(Nc1ncccc1O)c1ccc(NS(=O)(=O)c2ccc3[nH]c(=O)[nH]c3c2)cc1	-15%	-13%	3%	3%	0.8	·	-3%	·	·
15	Cc1cccc(NS(=O)(=O)c2cnc(Cl)c(Br)c2)n1	-5%	-3%	0%	6%	0.3	-12%	-4%	-1%	8%
16	CCSC(=S)c1c(C)[nH]n(-c2ccccc2)c1=O	126%[activator]	-7%	-2%	-22%	0.0	-2%	8%	-11%	14%
17	CCOC(=O)N1CCN(S(=O)(=O)c2c(C)nc3sccn3c2=O)CC1	-9%	-15%	17%	-8%	-0.1	0%	2%	-7%	19%
18	CCN(CC)C(=O)C1CCCN(Cc2cccc(F)c2)C1 (centres undefined)	17%	3%	6%	-11%	-0.6	-1%	0%	-4%	-12%
19	COc1ccc(S(=O)(=O)CCc2nnc(NC(C)=O)s2)cc1	32%[activator]	-7%	2%	6%	-0.5	3%	-1%	-3%	2%
20	CC(=O)CSc1ccc(S(=O)(=O)N2CCN(C)CC2)cn1	43%[activator]	8%	21%	21%	0.5	·	7%	·	·
21	CCSc1nnc(NC(=O)NC(CC)(C(F)(F)F)C(F)(F)F)s1	11%	-23%	0%	469%[activator]	3.9	-9%	-8%	?	1%
22	CC(C)C(=O)NC1CC(=O)N(c2ccc3c(c2)OCCO3)C1 (centres undefined)	10%	3%[60.1 µM]	·	-17%	0.6	3%	7%	38%[activator]	2%
23	Cc1cc(=O)oc2c1c(C)nn2-c1ccc(Br)cc1	0%	-11%	-3%	-24%	0.4	-2%	0%	-11%	?
24	CCc1ccc(OCC(=O)OCC(=O)NC2CCCC(C)C2C)cc1 (centres undefined)	55%[activator]	-4%	0%	-13%	·	·	3%	·	·
25	Cc1cc(=O)oc2cc(OCC(=O)N3CCN(c4ccccc4)CC3)ccc12	9%	-5%	6%	182%[activator]	-0.1	·	3%	·	·
26	O=C1CC(c2ccccc2)=NN1c1ccccc1	-31%	-19%	·	-13%	·	·	6%	·	·
27	COc1ccc(CN2CCN(c3cc(C)nc4c5c(C)cc(C)nc5nn34)CC2)cc1F	25%	-5%	0%	-9%	-0.6	0%	-5%	-3%	-5%
28	Cn1cc(CNC(=O)C2c3ccccc3Oc3ccccc32)cn1	12%	-1%	3%	177%[activator]	·	-1%	6%	-4%	8%
29	Cc1cc(N)n(-c2ccc(Cl)cc2)n1	56%[activator]	1%	5%	-7%	-0.4	0%	-18%	-9%	23%
30	O=[N+]([O-])c1ccccc1O[C@@H]1O[C@H](CO)[C@H](O)[C@H](O)[C@H]1O	26%	-9%	1%	0%	0.3	-2%	1%	-4%	-1%

Continuation:
nr	SMILES	Pol iota inh	Pol kappa inh	APE1 inh	12-LOX inh	TRHR agonist	BLM helicase inh	ERG-DNA inh	Anesthetic bind	Pol beta inh
31	COC(=O)c1ccccc1S(=O)(=O)NNC(=O)c1nn(C)c(=O)c2ccccc12	121%[activator]	-15%	22%	1%	·	·	-8%	·	·
32	CCOC(=O)c1c(CSc2ccccc2)n(C)c2ccc(O)c(CN3CCOCC3)c12	16%	-11%	15%	36%[activator]	0.2	-8%	-17%	-3%	-5%
33	COc1ccccc1NC(=O)COC(=O)CCC1CCCC1	87%[activator]	-21%	46%[activator]	-1%	·	·	-4%	·	·
34	CN(C(=O)c1cccc(NC(=O)Cc2ccc(NC(=O)C3CCN(C(=O)c4ccccc4)CC3)cc2)c1)C1CCCCC1	-4%	-18%	·	?	·	·	0%	·	·
35	CCOC(=O)C1=C(CS(=O)(=O)c2cccc(C(F)(F)F)c2)NC(=O)NC1c1cccc(OC)c1 (centres undefined)	-6%	-13%	·	-17%	-1.2	3%	1%	-10%	3%
36	Cc1ccc(N(CC(=O)N/N=C/c2cccs2)S(C)(=O)=O)cc1Cl	10%	-6%	-7%	29%	-0.7	1%	-9%	?	-3%
37	Cc1ccc2c(CC(=O)Nc3cccc(Cl)c3C)coc2c1	-8%	5%	·	-30%	4.5	0%	-10%	0%	25%
38	COc1ccc(/C=N/OC(=O)Nc2ccccc2OC)cc1	37%[activator]	-3%	-2%	1%	-0.4	-3%	1%	-20%	7%
39	COc1ccc(-c2cc(-c3c(O)c(OC)c4occc4c3OC)[nH]n2)cc1OC	-2%	-20%	3%	-20%[57.4 µM]	-0.4	-17%	·	-12%	1%
40	COc1ccc(S(=O)(=O)N2CCCCCC2)cc1N	91%[activator]	-12%	14%	0%	-0.4	-6%	1%	-23%	22%
41	COc1ccc(CN2CCNC(=O)C2CC(=O)NCCSc2nccn2C)cc1OC (centres undefined)	15%	-5%	2%	6%	0.4	-9%	-1%	-5%	?
42	Cc1ccc(C)c(C(=O)CSc2nc3ccccc3c(=O)[nH]2)c1	45%[activator]	-2%	0%	-4%	0.2	-5%	-2%	-6%	-4%
43	O=C(N/N=C/C=C/c1ccco1)c1ccncc1	16µM*	79µM*	17%	233%[activator]	-0.3	-16%	6%	-1%	39%[activator]
44	C/C(Cn1nnc2ccccc21)=N\NC(=O)c1cccc(Br)c1	277%[activator]	-3%	8%	1%	0.0	1%	2%	4%	48%
45	CCCOc1ccc(/C=N/Nc2ccc(C(=O)O)cc2)c(OCCC)c1	?	-10%	3%	?	-1.5	-3%	-17%	-9%	?
46	CCN(CC(=O)N1CCOCC1)S(=O)(=O)c1ccc(C)cc1	2%	-4%	-1%	108%[activator]	0.8	-1%	4%	-4%	-2%
47	COc1cccc(N2CCN(CC(=O)Nc3ccc(S(=O)(=O)N4CCCCCC4)cc3)CC2)c1	1%	-15%	-12%	173%[activator]	0.4	·	-1%	·	·
48	Cc1c(Cl)cccc1NC(=O)CNC(=O)Cc1n[nH]c(=O)c2ccccc12	84%[activator]	-8%	-4%	1%	·	·	-8%	·	·
49	Cc1ccc(C)c(OCCn2cc(/C=C(\C#N)C(=O)NCc3ccco3)c3ccccc32)c1	1%	-6%	14%	-23%	1.4	2%	24%	70%[activator]	14%
50	Cc1ccc(SCC(=O)N2CC(C)OC(C)C2)cc1 (centres undefined)	1%	-13%	-1%	-18%	0.0	-6%	-1%	4%	17%
51	CCC(C)c1c(O)nc(SCC(=O)c2ccccc2)[nH]c1=O (centres undefined)	0%[58.9 µM]	-8%	-5%	?	0.3	-1%	2%	-9%	7%
52	CCOC(=O)CSc1nc2c(sc(=S)n2-c2ccccc2)c(=O)n1-c1ccc(OC)cc1OC	?	-18%	13%	-28%	0.0	-10%	0%	-18%	7%
53	CSc1ccc(Cn2nnc(C(=O)NCc3ccccc3)c2N)cc1	-1%	4%	5%	419%[activator]	3.4	0%	3%	?	-26%
54	Cc1ccc(C)c(N2CC(C(=O)O)CC2=O)c1 (centres undefined)	36%[activator]	-7%	16%	0%	-0.8	4%	0%	-2%	46%
55	Cc1cccc(CN2CCN(CC(=O)NCCc3ccc(Cl)cc3)C2=O)c1	19%	-9%	·	-15%	-1.4	-10%	3%	-9%	2%
56	Cc1ccc(NC(=O)CCNC(=O)c2ccccc2Cl)nc1	11%	-2%	74%[activator]	i	-0.4	2%	5%	-5%	16%
57	COc1ccc(CCNCC(=O)Nc2ccc(OC(F)F)cc2)cc1	101%[activator]	9%	15%	-25%	0.0	1%	6%	3%	5%
58	C/C(=N\NC(=O)c1ccc(C)cc1C)c1ccc(-n2ccnc2)cc1	33%[activator]	-14%	21%	35%[activator]	0.6	6%	-3%	-5%	-6%
